CCT chaperon mod – cytosolic chaperonin activity modulation; purified chaperonin ATPase assay, HTRF ADP detection, 30 min; AID 651819; activity change, % (concentration not given with the values), hits read low; 360,000 compounds, 0.3% hits; in the data active = activity change below about -30%; note: % is set by controls: 0 for no effect and ±100 for the full control effect
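Enzyme 40 or 20 nM (batch-dependent) in Tris pH 7.4/KCl/MgCl2/DTT; cpd 76 uM single point; ATP 10 uM; 30 min 37 °C; Transcreener ADP HTRF detection, 30 min RT; ratio 665/615.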
Nrf2 ARE act – activates Nrf2 signaling. AREc32 ARE-luciferase reporter (MCF7-derived line), luminescence, 24 h. Potency, µM (doses to about 46.1 µM), for the others: at the highest dose activation, actives largely listed as activators. 410,000 compounds, 0.31% hits; note: potency is the fitted concentration of half-maximal effect; % of control where 0% means no effect; nearly all actives have a fitted effect of over 65% in size
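Nrf2 activation is followed as ARE-luciferase induction in the AREc32 line after one day of compound treatment; luminescence is read with Steady-Glo.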
TGFb inhibitor – blocks TGF-b signaling; HepG2 CAGA-GFP TGF-b/SMAD3 reporter, GFP fluorescence, 18 h; TGF-beta stimulated, 500 pg/mL final; Potency, µM (highest dose often 46.1 µM), for the others: at the top dose activity, negative = inhibition, hits mostly inhibitors; 410,000 compounds, 1.2% hits; note: potency is the fitted concentration of half-maximal effect; % is set by controls: 0 for no effect and ±100 for the full control effect; nearly all actives have a fitted effect of over 65% in size
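Inhibition of TGF-beta-driven CAGA-GFP reporter expression in HEPG2 cells is measured by cellular GFP fluorescence after 18 h stimulation with 500 pg/mL recombinant TGF-beta in 1% FBS medium at 37 degrees C.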
EPAC2 antag – blocks human EPAC2 exchange factor. Q8WZA2. EPAC2 GEF exchange of Rap1B-BODIPY-GDP, fluorescence. Potency, µM (doses to about 114 µM), inactives show top-dose activity, negative = inhibition, most hits filed as inhibitors. 360,000 compounds, 0.18% hits. AID 720708; note: potency is the fitted concentration of half-maximal effect; % is set by controls: 0 for no effect and ±100 for the full control effect; nearly all actives have a fitted effect of over 45% in size; many of its hits are not listed in these tables
Target sequence (Q8WZA2 whole entry, looked up): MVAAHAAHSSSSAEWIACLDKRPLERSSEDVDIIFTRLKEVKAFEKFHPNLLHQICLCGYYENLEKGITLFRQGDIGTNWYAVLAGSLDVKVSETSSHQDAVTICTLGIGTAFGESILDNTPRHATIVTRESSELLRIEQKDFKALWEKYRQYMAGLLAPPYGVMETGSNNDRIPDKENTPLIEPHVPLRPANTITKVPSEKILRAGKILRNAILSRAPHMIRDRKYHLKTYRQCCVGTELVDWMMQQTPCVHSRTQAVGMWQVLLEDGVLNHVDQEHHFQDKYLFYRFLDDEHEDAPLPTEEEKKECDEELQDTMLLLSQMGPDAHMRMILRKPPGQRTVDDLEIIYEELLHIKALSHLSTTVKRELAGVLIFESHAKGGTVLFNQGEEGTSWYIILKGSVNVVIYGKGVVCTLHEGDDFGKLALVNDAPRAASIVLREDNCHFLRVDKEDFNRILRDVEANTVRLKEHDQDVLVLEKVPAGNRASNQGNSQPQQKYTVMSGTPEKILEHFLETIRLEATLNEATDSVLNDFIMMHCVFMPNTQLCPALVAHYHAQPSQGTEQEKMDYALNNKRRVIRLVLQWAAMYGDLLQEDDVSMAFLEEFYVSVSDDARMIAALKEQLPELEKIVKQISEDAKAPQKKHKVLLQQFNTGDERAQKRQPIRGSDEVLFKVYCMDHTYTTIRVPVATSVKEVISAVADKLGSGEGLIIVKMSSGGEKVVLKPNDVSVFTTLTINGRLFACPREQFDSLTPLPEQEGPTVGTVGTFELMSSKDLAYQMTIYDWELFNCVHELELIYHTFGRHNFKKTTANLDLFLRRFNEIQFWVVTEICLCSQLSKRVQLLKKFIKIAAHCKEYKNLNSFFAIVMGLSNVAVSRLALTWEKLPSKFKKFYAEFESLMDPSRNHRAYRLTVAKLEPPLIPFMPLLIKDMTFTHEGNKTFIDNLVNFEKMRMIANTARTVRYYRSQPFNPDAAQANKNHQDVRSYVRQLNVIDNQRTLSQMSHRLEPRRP
EPAC2 agonist – activates human EPAC2 exchange factor; AID 720711; 360,000 compounds, 0.079% hits; Q8WZA2; Potency, µM (doses to about 154 µM), for the others: at the top dose activation, actives largely listed as activators; EPAC2 activation, biochemical qHTS; response scale: 100% = 6.5 mM cAMP response; note: potency is the fitted concentration of half-maximal effect; nearly all actives have a fitted effect of over 50% in size
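Readout is BODIPY fluorescence (480 nm excitation, 540 nm emission), which falls as labeled GDP is exchanged off Rap1B. EPAC2 at 100 nM acted on 250 nM RAP1B-BODIPY-GDP with 50 uM GDP present.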
Nrf2 block – blocks Nrf2 signaling. A549 ARE-Fluc reporter, luciferase luminescence, 18-24 h. Potency, µM (doses to about 46 µM), without a hit: at the highest dose activity change, negative = inhibition, actives largely listed as inhibitors. 360,000 compounds, 2.1% hits. AID 504444; note: potency is the fitted concentration of half-maximal effect; % is set by controls: 0 for no effect and ±100 for the full control effect; nearly all actives have a fitted effect of over 60% in size
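Nrf2 activity is the BugLite luminescence, read 15 min after reagent at room temperature, following CellTiter-Fluor cytotoxicity readout (30 min, 37C). Compound titrations were applied for 18-24 h to 5000 A549 ARE_Fluc cells/well in 5% FBS OPTI-MEM.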
Akt phos inh – inhibitors of Akt phosphorylation; Neuro2A IGF-stimulated pAkt S473 HTRF, 20 min; stronger effect = lower value; activity change, % for hits at 50 µM; 360,000 compounds, 0.32% hits; AID 651550; in the data active = activity change below about -80%; inconclusive = mostly about -51% to -80%; note: % is set by controls: 0 for no effect and ±100 for the full control effect
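Neuro2A cells in DMEM with 0.5% FBS, overnight at 37 deg C, given compound at single 50 µM final, then IGF (6 nM final) for 20 min at 37 deg C. Lysed; phospho-Akt Ser473 by HTRF after 24 h, 665/615 ratio.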
A549 tox – kills or reduces viability of A549 cells in Nrf2 counter-screen | 390,000 compounds, 0.16% hits | Potency, µM (top dose mostly 46 µM), for inactives: top-dose activity change, negative = cytotoxicity, actives largely listed as inhibitors | A549 ARE-Fluc cells, CellTiter-Fluor viability, 18-24 h | AID 504648; note: potency is the fitted concentration of half-maximal effect; % is set by controls: 0 for no effect and ±100 for the full control effect
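A549 ARE_Fluc cells in 5% FBS OPTI-MEM were exposed to compounds in concentration-response for 18-24 h at 37 deg C. Viability was read by CellTiter-Fluor fluorescence (Ex 405/Em 525) after 30 min, before the luciferase read.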
MmCpn inh – blocks the Methanococcus maripaludis chaperonin Mm-Cpn. purified Mm-Cpn ATPase, ADP Transcreener TR-FRET. Potency, µM (titrated, usually from 76.9 µM), inactives show at the highest dose activity, negative = inhibition, usual class: inhibitors. 330,000 compounds, 0.031% hits; note: potency is the fitted concentration of half-maximal effect; % is set by controls: 0 for no effect and ±100 for the full control effect; nearly all actives have a fitted effect of over 80% in size
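TR-FRET (320 nm excitation; 590 and 665 nm emission) reports ADP made from 10 uM ATP by 25 nM enzyme; compounds were preincubated 10 min, reaction run 30 min, both at 37°C.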
* hit, by the source's call; i = inactive; ? = inconclusive; / = no result given; & = joins results of further samples; [ ] = dose if it differs, or a comment. Unless noted, calls come from the whole dose curve; as a rule, active = well fitted curve in the direction sought with a large enough effect; inconclusive = small, poorly fitted or top-dose-only effect, or another doubt; inactive = no such curve, though single readings can be large; an effect the other way counts as inactive or inconclusive. This is a subset; the hit share may differ from the screen's.

SMILES	CCT chaperon mod	Nrf2 ARE act	TGFb inhibitor	EPAC2 antag	EPAC2 agonist	Nrf2 block	Akt phos inh	A549 tox	MmCpn inh
Fc1ccccc1C1c2cccn2CCN1C(=S)Nc1ccc(Br)cc1 (stereo not given)	2.7	7.0%	22.4µM*	-26.8%	12.2%	?	i	-20.2%	?
Cc1ccc(CNC(=O)CS(=O)Cc2nc(-c3ccccc3F)oc2C)cc1 (stereo not given)	0.1	0.4%	-18.8%	-11.6%	3.4%	6.9%	i	-0.1%	-0.9%
N#CC1=C(N)Oc2n[nH]c(-c3ccccc3)c2C1c1ccsc1 (stereo not given)	-0.8	?	0.0%	-4.9%	-5.2%	0.1%	i	-4.7%	-0.1%
O=C(Nc1ccccc1)Nc1ccc2ccccc2n1	-1.6	0.1%	-2.6%	0.2%	5.5%	6.6%	i	0.8%	-0.9%
CCC(=O)N(Cc1cc(=O)[nH]c2ccccc12)c1cccc(C)c1	-1.8	3.0%	28.8%	-0.8%	0.0%[15.6 µM]	24.1%	/	-3.3%	-20.7%
CN(Cc1ccc(F)cc1)S(=O)(=O)c1nnc(NC(=O)c2ccccc2Cl)s1	/	0.2%	?	/	/	3.4%	/	1.7%	/
CCOC(=O)C(C)NC(=O)c1c2c(nc3ccccc13)C(=O)N(C1CCCCC1)C2 (stereo not given)	/	0.8%	?	/	/	5.2%	/	-4.1%	/
O=C(Cn1c(=O)oc2cc(S(=O)(=O)N3CCCCC3)ccc21)Nc1cccc(Cl)c1	/	7.4%	?	/	/	?	/	-2.4%	/
CCCSc1nc2c(cnn2-c2ccc(Cl)cc2)c(=O)[nH]1	0.2	-0.5%	0.1%	4.2%	7.2%	13.5%	i	3.0%	-0.8%
COc1ccccc1C(=O)NC(=O)COC(=O)C1CC2CCCC(C1)C2=O (stereo not given)	1.1	-1.1%	8.2%	-1.5%	-0.3%	-6.5%	i	1.3%	0.7%
COc1ccc(CC(=O)N(Cc2ccccc2)c2cccc(C)c2)cc1OC	0.3	-0.8%	5.3%	-18.7%	3.7%	-10.4%	i	-3.7%	-1.6%
COc1ccc(-n2c(SCC(=O)Nc3nccs3)nnc2-c2ccc(Cl)cc2)cc1	-1.1	0.5%	-4.0%	3.4%	7.0%	?	i	-10.8%	/
Clc1ccc(Nc2nc(-c3ccncc3)cs2)cc1	-0.5	18.7%	0.1%	0.4%	5.1%	?	i	0.7%	/
COc1cccc(NC(=O)Cn2nnc(C(=O)NCc3cccs3)c2N)c1	-1.7	-0.6%&-0.1%	6.7%&-17.0%	-7.8%	-3.1%	0.1%	i	0.2%&7.3%	-2.2%
Nc1ccc(C(CC(=O)O)n2cccc2)cc1 (stereo not given)	2.1	0.2%	2.7%	17.3%	2.9%	5.7%	i	2.6%	-2.9%
Cc1ccc([N+](=O)[O-])cc1N/C=C1\CCCCC1=O	2.3	2.7%	-12.6%	5.3%	3.9%	-1.7%	i	-24.3%	3.8%
Cc1cc(C)c(C)c(S(=O)(=O)NCCCN2CCCC2=O)c1C	0.0	-0.2%	-0.8%	11.5%	-3.7%	2.0%	i	-7.3%	-0.2%
CCn1c(=N)n(CC(=O)C23CC4CC(CC(C4)C2)C3)c2ccccc21	-1.3	1.8%	6.1%	-12.0%	20.1%	?	i	3.4%	-1.8%
COc1cc(NC(=O)CSc2nc3[nH]ncc3c(=O)n2-c2ccccc2C)cc(OC)c1OC	-2.2	2.5%	-12.7%	-1.5%	1.7%	-10.3%	i	-2.4%	-0.5%
O=C(COc1ccc2ccccc2c1)N/N=C/c1ccccn1	-1.1	0.0%	4.2%	-2.4%	11.8%	?	i	-1.2%	1.4%
Cc1cc(C)nc(NC(=O)c2cc3ccccc3o2)n1	-2.5	-0.1%	0.9%	9.5%	-1.6%	3.6%	i	13.7%	-1.1%
Cc1nc2nc(Cc3ccccc3)[nH]n2c(=O)c1Cl	-0.2	-0.1%	?	4.6%	-3.8%	/	-114.0%*	5.7%	-0.1%
Nc1ncnc2c1ncn2C1OC(C(=O)NC2CC2)C(O)C1O (stereo not given)	-1.8	-0.9%	39.5%[activator]	8.2%	8.2%	-6.6%	i	-0.6%	-1.0%
COc1ccc(CNC(=O)CCn2ccc3cc(S(=O)(=O)N4CCCC4)ccc32)cc1	0.7	-0.7%	3.2%	0.4%	9.8%	-21.1%	i	-14.0%	3.9%
CC(C)C(C(=O)NCC1CCCO1)N(C(=O)CNS(=O)(=O)c1ccccc1)c1ccc(F)cc1 (stereo not given)	-1.1	-0.6%	22.6%	6.7%	4.4%	-12.1%	i	-15.5%	1.2%
Cc1cccc(NC(=O)Nc2ccc(S(=O)(=O)Nc3onc(C)c3C)cc2)c1	-2.1	2.4%	29.1%	6.9%	11.7%	17.5%	i	0.4%	0.6%
CC(C)c1nc(SCC(=O)N2CCN(c3ccccc3)CC2)c2c(=O)n(C)c(=O)n(C)c2n1	-0.4	-0.8%	-7.5%	-16.5%	11.0%	?	i	5.3%	1.4%
c1coc(CNCC2OCCc3ccccc32)c1 (stereo not given)	-3.0	4.3%	-0.8%	10.7%	8.8%	2.2%	i	-0.2%	0.6%
Cc1ccc(C(=O)N/C(=C\c2ccc(-c3ccccc3[N+](=O)[O-])o2)C(=O)NCCN(C)C)cc1	-0.9	7.7%	?	-0.3%	1.6%	-4.6%	i	-10.8%	-2.5%
CCCc1cc(Nc2ccccc2C)n2ncnc2n1	-0.5	0.4%	0.0%	12.0%	2.1%	-12.1%	i	-3.1%	-2.4%

Ordered by count of non-hydrogen atoms (low to high): some entries from above
SMILES	CCT chaperon mod	Nrf2 ARE act	TGFb inhibitor	EPAC2 antag	EPAC2 agonist	Nrf2 block	Akt phos inh	A549 tox	MmCpn inh
CCn1c(=N)n(CC(=O)C23CC4CC(CC(C4)C2)C3)c2ccccc21	-1.3	1.8%	6.1%	-12.0%	20.1%	?	i	3.4%	-1.8%
CC(C)c1nc(SCC(=O)N2CCN(c3ccccc3)CC2)c2c(=O)n(C)c(=O)n(C)c2n1	-0.4	-0.8%	-7.5%	-16.5%	11.0%	?	i	5.3%	1.4%
CC(C)C(C(=O)NCC1CCCO1)N(C(=O)CNS(=O)(=O)c1ccccc1)c1ccc(F)cc1 (stereo not given)	-1.1	-0.6%	22.6%	6.7%	4.4%	-12.1%	i	-15.5%	1.2%

Continuation.
SMILES	CCT chaperon mod	Nrf2 ARE act	TGFb inhibitor	EPAC2 antag	EPAC2 agonist	Nrf2 block	Akt phos inh	A549 tox	MmCpn inh
COc1ccc(NC(C)=O)cc1NC(C)C(=O)Nc1ccc(F)c(F)c1F (stereo not given)	-1.9	0.1%	-0.7%	10.4%	5.3%	11.3%	i	14.8%	1.4%
Cn1c(Nc2ccccc2)nc2ccccc21	-2.0	4.5%	-5.9%	11.0%	21.7%	0.4%	i	4.7%	0.1%
COc1cccc2cc(-c3nc4ccccc4[nH]3)c(=O)oc12	0.5	?	9.7%	-7.7%	0.4%	?	i	8.5%	-0.2%
Cc1ccc(NC(=O)c2ccc3c(c2)S(=O)(=O)c2ccccc2C3=O)cc1S(=O)(=O)N1CCOCC1	-3.2	-0.4%	5.6%	-0.1%	16.5%	-13.2%	i	7.8%	-2.8%
O=C1CCc2cc(NS(=O)(=O)c3ccccc3)cc3c2N1CC3	-0.5	6.8%	5.8%	5.1%	11.9%	-9.7%	i	1.6%	0.8%
COCCn1c(SCC(=O)Nc2ccc3c(c2)OCCO3)nc2ccccc2c1=O	-2.2	4.6%	-9.1%	-0.1%	3.5%	/	i	/	/
CCOc1cc(/C=N/NC(=O)COc2nc(C)cc(COC)c2C#N)ccc1O	-0.4	-0.7%	10.3%	9.6%[57.1 µM]	10.1%	-16.3%	i	-0.4%	1.3%
O=c1[nH]c2ccc(NCc3ccc(-c4ccc(F)cc4)o3)cc2[nH]1	/	0.3%	3.7%	/	/	10.2%	/	0.0%	/
COc1ccc(C(=O)C2CCCN(C(=O)c3ccccc3C(C)=O)C2)cc1F (stereo not given)	2.9	2.8%	1.6%	-19.3%	-5.7%	?	i	-4.1%	-4.6%
COc1ccccc1C(=O)O/N=C(\N)c1ccc(Cl)cc1	0.5	?	5.9%	4.4%	1.7%	/	i	-1.6%	0.0%
O=C(c1ccc(Cl)cc1)N1CCC(O)(CSc2ccccc2)CC1	0.3	-0.1%	-31.8%	-4.2%	0.2%	-4.7%	i	0.1%	-0.5%
CCOc1ccc(S(=O)(=O)N(C)c2ccc(OCC(=O)Nc3nccs3)cc2)cc1	-1.0	6.0%	-13.7%	-11.3%	-1.3%	-8.7%	i	4.3%	-1.1%
C/C(=C1/SC(=S)N(CCC(=O)O)C1=O)c1ccc(O)cc1	-38.4*	12.8%	4.7%	-6.0%	-1.0%	8.1%	i	-24.6%	-2.1%
O=C(Nc1ccccc1)Nc1ncc([N+](=O)[O-])s1	-2.8	-0.1%	3.16µM*	-12.6%	2.9%	?	i	23.1µM*	2.5%
c1cc2c3c(cccc3c1)C(N1CCCCCC1)=N2	-0.4	2.6%	-20.9%	5.2%	-3.3%	5.2%	i	-1.8%	-3.7%
CCNC(=O)C1(C)CCCN(C(=O)c2ccc(F)c(C)c2)C1 (stereo not given)	-1.0	-0.1%	-0.2%	-0.9%	6.8%	/	i	/	/
C=CCn1c(SCC(=O)OCc2ccccc2)nc2c1c(=O)n(C)c(=O)n2C	-1.9	-0.6%	0.0%	7.5%	1.2%	0.1%	/	-1.6%	-0.9%
COC(=O)Cn1c(=O)c2c(nc3n2CCCN3CCc2ccccc2)n(C)c1=O	2.4	-0.1%	-3.2%	4.5%	4.4%	-6.9%	i	-4.7%	1.2%
Cc1ccc(Cl)cc1N1CCN(CC(=O)Nc2ccc3[nH]c(=O)[nH]c3c2)CC1	-3.4	-1.1%	-17.4%	-1.4%	11.2%	-14.5%	i	-1.5%	-3.4%

High-throughput results from PubChem BioAssay.
